# Avidin fluor – compound fluoresces at 488/530 nm on avidin beads | compound fluorescence 488/530 nm, flow cytometry; stronger effect = higher value | fluorescence (KMESF) at 10 µM | actives 0.38% (n = 220,000); in the data active = fluorescence above about 47; also: inactives centre near 10
# HRas wt GTP bind – modulators of GTP binding to human HRas wildtype. P01112. GST-Ras wt beads, Bodipy-FL-GTP binding, flow cytometry; actives lie on both sides. GTP binding activity, % at 10 µM. actives 0.14% (n = 190,000). AID 759;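 active = GTP binding activity at least 20% away from the 100% baseline, either lowered as inhibitor or raised as activator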;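 also: 0% = unlabeled GTP competition control and 100% = no-compound control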
# Target sequence (P01112 whole entry, looked up): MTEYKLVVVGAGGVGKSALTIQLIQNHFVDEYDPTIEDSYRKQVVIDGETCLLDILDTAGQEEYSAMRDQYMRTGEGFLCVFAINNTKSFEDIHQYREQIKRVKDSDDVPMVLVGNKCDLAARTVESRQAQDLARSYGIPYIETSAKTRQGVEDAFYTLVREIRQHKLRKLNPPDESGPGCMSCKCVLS
# Cdc42 wt – human Cdc42 wildtype GTP binding change, either direction; GST-Cdc42 beads, Bodipy-GTP binding, flow cytometry; actives lie on both sides; percent activity (GTP binding), % at 10 µM; actives 0.2% (n = 190,000); AID 761;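 active = percent activity GTP binding at least 20 points away from the 100% baseline, either down as inhibitor or up as activator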;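 also: median bead fluorescence of bound Bodipy-FL-GTP at 100 nM; 0% = excess unlabeled GTP control and 100% = no compound control; below 100% means less GTP binding so inhibitor and above means activator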
# Target sequence (P60953 whole entry, looked up): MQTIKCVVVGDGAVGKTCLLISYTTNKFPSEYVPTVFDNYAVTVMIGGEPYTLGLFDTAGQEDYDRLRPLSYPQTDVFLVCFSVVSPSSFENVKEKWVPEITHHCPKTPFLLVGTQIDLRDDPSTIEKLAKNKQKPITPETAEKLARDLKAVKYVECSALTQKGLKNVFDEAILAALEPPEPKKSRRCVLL
# Rac1 mut GTP – alters GTP binding to activated mutant human Rac1; actives 0.11% (n = 190,000); percent activity (GTP binding), % at 10 µM; GST-Rac1 activated beads, fluorescent GTP binding, flow cytometry; actives lie on both sides; 100% means binding = to untreated wells;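 active = GTP binding at least 20 percentage points away from the 100% baseline, in either direction, so actives lie on both sides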
# Mcl1 Bid PPI – Mcl-1/Bid interaction inhibition. TR-FRET Mcl-1/Bid-Dy647 peptide binding, 1536-well. inhibition, % at 21.7 µM. actives 0.97% (n = 220,000);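 active = compounds that cut the binding signal by more than half at the single screening dose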;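 also: His-tagged Mcl-1 with europium anti-His antibody binding Bid BH3 peptide; 0% = Mcl-1 plus peptide wells and 100% = peptide-only wells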
# Target sequence (Q07820 whole entry, looked up): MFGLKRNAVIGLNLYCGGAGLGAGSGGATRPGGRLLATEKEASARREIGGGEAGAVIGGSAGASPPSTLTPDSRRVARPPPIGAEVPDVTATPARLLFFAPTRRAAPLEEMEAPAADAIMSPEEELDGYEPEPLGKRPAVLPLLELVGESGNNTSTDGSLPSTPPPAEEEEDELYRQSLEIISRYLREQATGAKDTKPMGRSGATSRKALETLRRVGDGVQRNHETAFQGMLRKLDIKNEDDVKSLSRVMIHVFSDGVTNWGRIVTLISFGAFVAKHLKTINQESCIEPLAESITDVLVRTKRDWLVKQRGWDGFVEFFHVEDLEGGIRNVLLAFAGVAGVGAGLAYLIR
# Pf gametocyte – inhibitors of late stage P. falciparum gametocyte viability. P. falciparum stage V gametocytes, ATP luminescence, 24 h. inhibition, % at 10.9 µM. actives 0.065% (n = 150,000). AID 743093;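 active = inhibition above the mean plus 3 SD of compounds within the control limits, set per campaign, cut at about 38% in these data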;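 also: 0% = DMSO wells and 100% = medium only without gametocytes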
# Mcl1-Noxa inh – disrupts binding of human Mcl-1 to Noxa peptide | Q07820 | TR-FRET Mcl-1/Noxa peptide binding, 2 h | inhibition, % at 21.7 µM | actives 1.5% (n = 220,000);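 active = compounds that cut the protein-peptide binding signal by more than 50% relative to plate controls in a single-dose test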;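 also: His-tagged Mcl-1 with rhodamine Noxa BH3 peptide and terbium anti-His antibody; 0% = Mcl-1 plus Noxa peptide wells and 100% = peptide-only wells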
# GSH bead fluor – compound fluoresces at 488/530 nm on GSH beads; GSH beads flow cytometry, compound fluorescence 488/530 nm; stronger effect = higher value; fluorescence (KMESF) at 10 µM; actives 0.25% (n = 190,000); in the data active = fluorescence above about 89;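 also: glutathione beads carrying GST-tagged Bcl family fusion proteins plus one bare bead set; values are compound well signal with DMSO vehicle wells as background; inactives centre near 16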
# Rac1 wt GTP bind – alters GTP binding to wildtype human Rac1. P63000. GST-Rac1 beads, fluorescent GTP binding, flow cytometry; actives lie on both sides; 0 = cold GTP competed, 100 = untreated. GTP binding activity (% of control), % at 10 µM. actives 0.27% (n = 190,000);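 active = GTP binding activity at least 20 points away from the 100% control level, either lower or higher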
# Rab7 wt GTP bind – modulators of GTP binding to dog Rab7 wildtype GTPase; GST-Rab7 beads, fluorescent GTP binding, flow cytometry; actives lie on both sides; untreated = 100%, excess cold GTP = 0%; GTP binding activity (percent of control), % at 10 µM; actives 0.055% (n = 190,000); AID 758;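 active = fluorescent GTP binding to Rab7 beads changed by at least 20 points from the 100% baseline, either direction, mostly lower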;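 also: median green fluorescence of bound Bodipy-FL-GTP per Rab7 bead population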
# Rab2 wt GTP – changes GTP binding to wildtype dog Rab2A, up or down; GST-Rab2 wt beads, Bodipy-GTP binding, flow cytometry; GTP binding activity, % at 10 µM; actives 0.19% (n = 190,000); AID 760;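 active = GTP binding activity at least 20 points away from 100%, either lowered or raised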;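 also: 0% = beads with excess unlabeled GTP and 100% = no-compound control corrected for plate trend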
# The depositor's hits bear a star; x = no result given.
SMILES,Avidin fluor,HRas wt GTP bind,Cdc42 wt,Rac1 mut GTP,Mcl1 Bid PPI,Pf gametocyte,Mcl1-Noxa inh,GSH bead fluor,Rac1 wt GTP bind,Rab7 wt GTP bind,Rab2 wt GTP
C/C(=N\NC(=O)c1ccccc1[N+](=O)[O-])c1ccc(Br)s1,11,97,97,95,12,28,16,10,99,102,94
C/C=C(\C)CN1CCN(c2cc(C)ccc2C)CC1,7,104,104,99,47,x,12,73,100,100,103
CCOC(=O)N1CCN(C(=O)/C(=C/c2ccc(OC)cc2)NC(=O)c2ccccc2)CC1,14,99,99,99,-18,x,9,30,102,100,100
CC(=O)Nc1ccc(S(=O)(=O)N2CCCC2C(=O)Nc2ccc3c(c2)OCCO3)cc1 (centres undefined),11,102,101,97,-22,x,-4,19,102,104,100
N#C/C(=C\c1ccc(Oc2ccc(C(F)(F)F)cc2[N+](=O)[O-])cc1)c1nc2ccccc2[nH]1,14,98,96,96,3,x,-31,23,96,97,96
Cn1c(=O)c2c(nc(NCc3ccc4c(c3)OCO4)n2Cc2ccccc2)n(C)c1=O,5,103,103,101,-12,10,-1,47,106,100,100
CCOC(=O)C1CCCN(CC(=O)Nc2c(F)c(F)c(F)c(F)c2F)C1 (centres undefined),12,101,101,99,-21,-2,9,12,100,96,98
Cc1onc(-c2ccccc2)c1C(=O)c1c[nH]c(C(=O)NCCCN2CCOCC2)c1,11,101,105,99,10,28,22,13,99,100,102
COc1ccc(C2CC(C(F)(F)F)n3ncc(C(=O)NCC4CCCO4)c3N2)cc1OC (centres undefined),10,105,104,102,-30,x,5,11,109,106,103
CCCCn1c(CCCNC(=O)CC)nc2ccccc21,7,104,101,102,7,x,-1,24,105,103,103
CC(=O)CCc1c(C)nc2ccc(C)cc2c1Cl,20,95,92,93,-28,-1,-16,11,89,102,96
Cc1cc(C)c(NC(=S)NC(=O)c2c(Cl)c(C)nn2C)c([N+](=O)[O-])c1,0,100,98,99,-23,x,1,9,102,99,98
CC(=O)NS(=O)(=O)c1ccc(NC(=O)c2ccc(Cl)cc2[N+](=O)[O-])cc1,6,98,96,96,-7,-5,13,20,101,106,98
Cc1cc(C)cc(NC(=O)c2ccc(Cn3nc(C)c(Cl)c3C)o2)c1,7,100,101,102,14,x,21,26,110,98,100
CSc1nsc(/C=C/Nc2ccc(F)cc2)c1C#N,12,99,101,96,-14,2,-2,11,102,97,99
CN(c1ccc(OCC(=O)Nc2ccc3[nH]c(=O)[nH]c3c2)cc1)S(=O)(=O)c1ccc(Cl)cc1,10,103,102,99,11,14,-4,50,104,104,100
Cc1[nH]c2ccccc2c1C(c1ccccn1)N1CCC(C)CC1 (centres undefined),34,106,107,101,4,1,-8,14,105,103,105
CCOC(=O)C1(CCc2ccccc2)CCN(Cc2cccc3nccnc23)CC1,13,96,95,96,-78,15,8,14,97,101,97
COC(=O)c1cccc(NC(=O)CN(c2ccc3c(c2)OCO3)S(C)(=O)=O)c1C,22,101,99,99,-9,-20,-8,34,106,103,104
COc1ccc(-n2nnnc2SCC(=O)NCCc2ccc(OC)c(OC)c2)cc1,7,98,101,97,-16,x,1,5,100,97,97
CCC(c1nnnn1Cc1ccc(OC)cc1)N1CCN(c2ccc(OC)cc2)CC1 (centres undefined),13,95,100,102,-14,0,34,12,101,95,96
Cc1ccc(S(=O)(=O)N(C)CC(=O)Nc2nc3ccccc3s2)cc1,13,97,97,99,1,-21,13,36,100,97,98
NC(=O)c1sc2nc3c(c(-c4cccnc4)c2c1N)CCC3,4,98,99,97,-30,x,-3,14,98,99,97
O=C(CSc1nnnn1Cc1ccccc1)c1ccccc1F,17,94,90,92,-5,1,-1,11,91,97,95

# Full records from above:
# Listed for `Cc1cc(C)cc(NC(=O)c2ccc(Cn3nc(C)c(Cl)c3C)o2)c1` : Avidin fluor: 7; HRas wt GTP bind: 100; Cdc42 wt: 101; Rac1 mut GTP: 102; Mcl1 Bid PPI: 14; Pf gametocyte: x; Mcl1-Noxa inh: 21; GSH bead fluor: 26; Rac1 wt GTP bind: 110; Rab7 wt GTP bind: 98; Rab2 wt GTP: 100
# Listed for `CCC(c1nnnn1Cc1ccc(OC)cc1)N1CCN(c2ccc(OC)cc2)CC1` (centres undefined) : Avidin fluor: 13; HRas wt GTP bind: 95; Cdc42 wt: 100; Rac1 mut GTP: 102; Mcl1 Bid PPI: -14; Pf gametocyte: 0; Mcl1-Noxa inh: 34; GSH bead fluor: 12; Rac1 wt GTP bind: 101; Rab7 wt GTP bind: 95; Rab2 wt GTP: 96

# (more compounds)
SMILES,Avidin fluor,HRas wt GTP bind,Cdc42 wt,Rac1 mut GTP,Mcl1 Bid PPI,Pf gametocyte,Mcl1-Noxa inh,GSH bead fluor,Rac1 wt GTP bind,Rab7 wt GTP bind,Rab2 wt GTP
Cc1nn2c(N)c(C#N)cnc2c1-c1ccccc1,14,101,101,99,-4,x,-6,21,100,94,99
O=[N+]([O-])c1ccc(N2CCN(S(=O)(=O)Cc3ccccc3)CC2)cc1N1CCOCC1,7,99,100,99,-7,x,21,39,100,97,101
CCOCCCNC(=O)CN1C(=O)/C(=C\c2ccc(C)cc2)Sc2ccccc21,13,101,100,100,-18,9,6,6,102,100,100
Cc1ccccc1NC(=O)CSc1nc(N)c(C#N)c(-c2cccs2)c1C#N,14,101,100,99,-1,x,-84,33,103,99,98
Cc1ccc(C(=O)C2CCN(CC(=O)Nc3ccc(N(C)C)cc3)CC2)cc1,34,99,98,97,-40,x,13,17,96,95,97
CC(C)OCCCn1c(=S)[nH]c2ncccc2c1=O,11,101,99,97,-28,x,6,18,99,102,99
CN(CCOc1cccc(C(F)(F)F)c1)Cc1ccccc1,5,102,97,97,23,x,27,20,103,107,102
O=C(COC(=O)CNC(=O)c1sc2ccccc2c1Cl)Nc1c(Cl)cc(Cl)cc1Cl,2,98,101,97,-6,15,1,7,103,98,95
CCOc1ccc(NC(=O)c2cccnc2SC)cc1,24,92,93,94,-11,x,12,16,95,88,95
O=C(Nc1ccc2oc(=O)ccc2c1)c1ccccc1[N+](=O)[O-],11,94,94,97,-5,11,6,13,95,87,94
O=C(Cc1coc2ccc3ccccc3c12)N1CCCC1,14,99,101,97,-33,15,6,15,104,102,101
Cc1nc2ccccc2cc1C(=O)NCc1ccco1,20,99,98,101,-18,-31,3,11,101,100,100
CCN(CC)Cc1cc(CC(C(N)=O)C(N)=O)ccc1OC,5,100,98,98,-14,x,21,22,103,96,98
COc1ccc(CNC(=O)CSc2nc(C)cs2)cc1,24,94,96,94,-11,3,3,9,92,94,95
Cc1ccc(OCCC(=O)Nc2ccc(C)c(F)c2)cc1,13,94,96,92,-56,2,6,22,94,94,97
Cc1cc(OCc2nn[nH]n2)c2c(C)c(Cc3ccccc3)c(=O)oc2c1,38,100,100,97,12,-4,2,10,100,100,99
O=C(NC1CCS(=O)(=O)C1)C1CCCCN1S(=O)(=O)c1ccc(Cl)cc1 (centres undefined),7,105,110,107,-13,-22,6,5,114,103,105
O=C(Nc1ccc(F)cc1)N1CCn2c(nc3ccccc32)C1,9,98,100,101,-10,x,18,30,101,101,97
CCOC(=O)C1=C(C)NC(C)=C(C(=O)OCC)C1/C=C/c1ccccc1OC,12,96,100,96,-42,-15,13,11,99,94,95
CN(CCOc1ccccc1)CC(=O)Nc1ccc(Cl)c(S(=O)(=O)N(C)C)c1,13,100,99,97,26,x,35,13,99,104,99
COc1cccc(SCc2noc(C(=O)NCC3CCCO3)c2C(=O)O)c1 (centres undefined),12,95,94,92,23,x,25,39,93,96,94
Cc1cc(N2C(=O)CC(C(C)c3ccccc3)C2=O)no1 (centres undefined),16,100,101,97,-1,-6,8,10,102,100,100
Cc1cc(Nc2ccccc2F)n2nc(C)nc2n1,6,101,102,99,9,x,4,12,104,96,101
Fc1ccc(C2c3[nH]c4ccccc4c3CCN2Cc2cccn2-c2ncccn2)cc1 (centres undefined),10,97,96,97,-31,-4,10,12,101,96,95
CC(=O)c1cc(NC(=O)c2ccc([N+](=O)[O-])cc2)c(=O)oc1C,9,96,95,97,-36,x,4,11,95,95,95
Cc1ccc(C(=O)C[n+]2cccc3ccccc32)cc1,3,100,100,98,0,x,-5,29,102,99,98
C=CCOc1ccccc1CNCCCN1CCOCC1,26,97,96,101,18,x,10,55,100,99,100
Cc1ccc(-c2nc(CS(=O)CC(=O)NCc3ccccn3)c(C)o2)cc1 (centres undefined),6,96,96,98,-13,x,12,16,97,95,97
CCCOC(=O)c1ccc(Nc2cc(C)nc3ncnn23)cc1,24,97,97,96,-11,25,0,23,99,99,96
COc1ccc(CC(=O)NNC(=O)c2cccs2)cc1,17,102,102,100,-2,-11,6,10,105,101,101
COC(=O)c1ccc(CSc2nc3cc(Cl)ccc3s2)o1,11,100,100,99,-22,1,14,24,99,101,101
CC(C)[C@H](NC(=O)NCCc1ccccc1)C(=O)O,16,109,114,110,-3,x,-8,34,114,108,110
CN(C(=O)CSc1nc2c(c(=O)[nH]1)CCC2)c1ccccc1,9,94,95,93,-27,x,-1,12,96,94,93
COc1ccc(NC(=O)Cc2nc3ccccc3[nH]2)cc1,12,103,104,99,-11,x,3,15,101,105,101
CCc1nc2ccccc2c(C(=O)O)c1C,27,102,103,102,6,-19,9,28,105,101,101

# Structural class: the compounds so far with a cyano group.
SMILES,Avidin fluor,HRas wt GTP bind,Cdc42 wt,Rac1 mut GTP,Mcl1 Bid PPI,Pf gametocyte,Mcl1-Noxa inh,GSH bead fluor,Rac1 wt GTP bind,Rab7 wt GTP bind,Rab2 wt GTP
N#C/C(=C\c1ccc(Oc2ccc(C(F)(F)F)cc2[N+](=O)[O-])cc1)c1nc2ccccc2[nH]1,14,98,96,96,3,x,-31,23,96,97,96
CSc1nsc(/C=C/Nc2ccc(F)cc2)c1C#N,12,99,101,96,-14,2,-2,11,102,97,99
Cc1nn2c(N)c(C#N)cnc2c1-c1ccccc1,14,101,101,99,-4,x,-6,21,100,94,99
Cc1ccccc1NC(=O)CSc1nc(N)c(C#N)c(-c2cccs2)c1C#N,14,101,100,99,-1,x,-84,33,103,99,98
